Screens as filed in PubChem BioAssay.
12-LOX inh = blocks human arachidonate 12S-lipoxygenase; 1.1% of 580,000 active; purified 12hLO, xylenol orange hydroperoxide absorbance; AID 1671190; Potency, µM (top dose mostly 108 µM), for the others: at the highest dose activity change, negative = inhibition, actives largely listed as inhibitors; active = well fitted inhibition curve with a large enough effect; inconclusive = small, poorly fitted or top-dose-only effect, or another doubt; inactive = no such curve, though single readings can be large or run the other way
Target sequence (P18054 whole entry, looked up): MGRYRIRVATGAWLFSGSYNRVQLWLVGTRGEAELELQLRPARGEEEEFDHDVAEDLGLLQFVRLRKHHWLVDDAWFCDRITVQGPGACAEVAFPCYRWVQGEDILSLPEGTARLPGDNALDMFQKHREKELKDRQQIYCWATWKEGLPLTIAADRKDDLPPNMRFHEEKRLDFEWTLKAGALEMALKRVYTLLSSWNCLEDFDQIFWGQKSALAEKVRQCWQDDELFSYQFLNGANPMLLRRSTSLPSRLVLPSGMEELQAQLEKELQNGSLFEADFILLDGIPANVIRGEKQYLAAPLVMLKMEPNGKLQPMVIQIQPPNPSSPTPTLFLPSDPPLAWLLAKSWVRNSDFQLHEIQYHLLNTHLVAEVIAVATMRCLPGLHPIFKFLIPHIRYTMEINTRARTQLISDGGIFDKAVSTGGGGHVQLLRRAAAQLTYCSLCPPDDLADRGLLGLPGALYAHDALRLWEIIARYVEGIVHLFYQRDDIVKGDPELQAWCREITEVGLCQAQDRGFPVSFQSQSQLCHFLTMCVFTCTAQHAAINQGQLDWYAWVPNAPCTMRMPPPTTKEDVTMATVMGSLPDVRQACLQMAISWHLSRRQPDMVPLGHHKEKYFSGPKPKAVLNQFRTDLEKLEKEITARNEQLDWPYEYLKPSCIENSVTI
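Purified human 12hLO (150 nM final) in 25 mM Hepes, 0.01% Triton X-100, pH 7.0 was preincubated 15 min at room temperature with compound. Then 40 uM arachidonic acid was added, 30 min. Hydroperoxide was read by Fe-XO absorbance ratio 573/405 nm.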
Starred values were filed as active, the others as inactive; ? = inconclusive; [ ] = dose if it differs, or a comment. % is scaled to controls: 0 for no effect and ±100 for the full control effect; potency is read from the fitted curve at half-maximal effect.

No.	12-LOX inh	Molecule
1	-2%	COc1ccc(CN2C(=O)C(CC(=O)NCCc3ccccn3)CC(C(=O)N3CCCCCC3)=C2C)cc1 (stereo unspecified)
2	8%	NS(=O)(=O)c1ccsc1C(=O)N1CCCC2(CCNCC2)CC1
3	50%[activator]	CN(Cc1ccccc1)C(=O)CN1C(=O)COc2ccc(C(=O)COc3ccccc3F)cc21
4	11%	COc1ccc(-n2ccnc2CN2CCN(CC=C(C)C)C(CCO)C2)cc1 (stereo unspecified)
5	?	CCN(C)C(=O)CCc1c(C)nn(-c2cccc(C)c2)c1Oc1ccccc1
6	50%[activator]	COc1ccc(-c2ccnc3nc(CC(C)C)nn23)cc1OC
7	10%[6.33 µM]	O=C(c1ccccc1)N1CCC2(CC(c3cccnc3)=NO2)C1 (stereo unspecified)
8	-25%	CCCCCCCCN1C(=O)[C@@H](CC(=O)NCCCCc2ccccc2)C[C@@]2(C(=O)OC)C1=C[C@H](C1CCCC1)O[C@@H]2C
9	37%	COc1ccc(CCC(=O)N2CCCN(C)c3ccccc32)cc1
10	1%	COc1ccccc1N1CCN(C(=O)c2cn[nH]c2-n2cnnn2)CC1=O
11	?	COc1cc(C)c2c(c1C)C[C@H](C(C)C(=O)NCc1cccs1)CC2 (stereo partly specified)
12	-17%[176 µM]	Cc1ccc(Nc2ccc3c(n2)CN(C)C(=O)CO3)c(C)c1
13	5%	CC(C)SCC(=O)N1CCCC(N2CCN(c3ccc(F)cc3)CC2)C1 (stereo unspecified)
14	24%	CO[C@H]1[C@H](NC(=O)c2cc(CC(C)C)no2)c2ccccc2C12CCNCC2
15	42%[activator]	CCC(C)NC(=O)C1COC2(CCN(C(=O)c3ccc(Cl)cc3)CC2)N1C(=O)c1ccccc1C (stereo unspecified)
16	-5%	CCc1noc(-c2cn(C3CCN(C(=O)c4cc(Cl)ccc4F)CC3)nn2)n1
17	47%[activator]	COc1ccc(C2Cn3nnc(-c4noc(Cc5cccc(F)c5)n4)c3CO2)cc1 (stereo unspecified)
18	-3%[57.4 µM]	CC(=O)OC[C@@H]1O[C@@H](n2ccc(=O)[nH]c2=O)[C@H](OC(C)=O)[C@H]1OC(C)=O
19	36%[activator][176 µM]	Cc1nc2n(c1C(=O)NCCOc1ccccc1)CCC(Nc1ccc(F)cc1)C2 (stereo unspecified)
20	27%	Cc1c(C(C)NC(=O)c2cc(CC(C)C)nn2C)cnn1-c1ccccc1 (stereo unspecified)
21	-30%	CS(=O)(=O)N1CCCCCNC(=O)CC1c1ccccc1 (stereo unspecified)
22	15%	COc1ccccc1N1CCN(C(=O)CN2C(=O)NC(c3ccc(Cl)cc3)C3=C2COC3=O)CC1 (stereo unspecified)
23	15%	O=C(NCCc1ccccc1)[C@H]1CN(Cc2ccccc2)C[C@H]1C(=O)O
24	44%[activator][176 µM]	Fc1ccccc1CNC[C@H]1Cn2cc(-c3ccccc3)nc2CO1
25	20%	N#Cc1cccc(CN2CCCC(c3nc(-c4cccnc4)no3)CCNC(=O)CC2)c1 (stereo unspecified)
26	5%	COc1cncc([C@@H](NC(=O)c2scc3c2OCCO3)C2CC(O)C2)c1 (stereo partly specified)
27	31%	Cc1nc(CC(=O)N2CCn3nc(CCC(=O)N4CCC(O)CC4)cc3C2)n[nH]1
28	41%[activator]	COCCOCc1nc(C2CCCCN2S(=O)(=O)c2cccc(OC)c2)no1 (stereo unspecified)
29	20%	CN1CCCCCCN(C(=O)Nc2ccccc2)CCC1=O
30	14%	Cc1ccc(-c2ccc3nnc(CNC(=O)Cc4cccc(F)c4)n3n2)cc1C
31	6%[6.33 µM]	O=C(OCc1ccccc1)N1CCn2cc(C(=O)N3CCOCC3)nc2C1
32	34%[activator]	CC(=O)N1C[C@@H]2CCCN3CCC[C@@H]([C@H]23)[C@H]1CCCC(=O)NCc1cc(F)cc(F)c1
33	?	CSc1ccc(-c2nc(CN3CCOCC(CN(C)C)C3)c(C)o2)cc1 (stereo unspecified)
34	101%[activator][176 µM]	CNC(=O)c1nc2sccn2c1Br
35	-76%	CC(C)NC(=O)N1CC(=O)N2[C@H](CO)[C@@H](c3ccc(Br)cc3)[C@H]2C1
36	10%	O=C(NC1CC(=O)N(CCc2ccc(F)cc2)C1)C1CCCCC1 (stereo unspecified)
37	23%	O=C(NC1CCCCC1)[C@@H]1C[C@@H](O)CN1C1CCN(C(=O)c2cccs2)CC1
38	-3%[176 µM]	COC(=O)N1CCc2nc(C(C)C)nc(-c3ccc(O)cc3)c2C1
39	60%[activator]	N[C@H]1c2ccccc2C[C@@H]1NC(=O)COc1ccc(Cl)cc1Cl
40	51%[activator]	O=C(NC1CCCCC1)[C@@H]1C[C@@H](O)CN1C1CCN(C(=O)c2ccc3ncccc3c2)CC1
41	1%[176 µM]	COCC(=O)N[C@H]1C[C@@H]2C(=O)N[C@H]3CCN(C(=O)c4cccn4C)[C@@H]3C(=O)N2C1
42	30%	CCn1nccc1C(=O)N1CCC(N2C(=O)C(OC)C23CCOCC3)CC1 (stereo unspecified)
43	78%[activator]	CCc1noc(-c2cccn3c(CNC(=O)c4c(F)cccc4Cl)nnc23)n1
44	37%	COc1cccc(-c2cc(C(=O)N3CCCC3c3nncn3C(C)C)[nH]n2)c1 (stereo unspecified)
45	26%	CCOc1cccc(CNC(=O)[C@H]2CCC[C@H]2NC(=O)c2ccc(OC)cc2)c1
46	49%[activator]	CN(C)CC1(O)CCC2(CCN(S(=O)(=O)c3ccccc3)CC2)CC1
47	34%	COc1ccccc1C(=O)N1CCC(Cc2n[nH]c(C)n2)CC1
48	?	O=C(C[C@@H]1CCNC[C@@H]1Cc1cc(-c2ccc(F)cc2)on1)Nc1nccs1

The last seven entries of the part above are carried over, then new ones follow:
No.	12-LOX inh	Molecule
42	30%	CCn1nccc1C(=O)N1CCC(N2C(=O)C(OC)C23CCOCC3)CC1 (stereo unspecified)
43	78%[activator]	CCc1noc(-c2cccn3c(CNC(=O)c4c(F)cccc4Cl)nnc23)n1
44	37%	COc1cccc(-c2cc(C(=O)N3CCCC3c3nncn3C(C)C)[nH]n2)c1 (stereo unspecified)
45	26%	CCOc1cccc(CNC(=O)[C@H]2CCC[C@H]2NC(=O)c2ccc(OC)cc2)c1
46	49%[activator]	CN(C)CC1(O)CCC2(CCN(S(=O)(=O)c3ccccc3)CC2)CC1
47	34%	COc1ccccc1C(=O)N1CCC(Cc2n[nH]c(C)n2)CC1
48	?	O=C(C[C@@H]1CCNC[C@@H]1Cc1cc(-c2ccc(F)cc2)on1)Nc1nccs1
49	14%	CC(C)C1=CC2C3C(=O)N(c4ccccc4)C(=O)C3C1C(=O)C2(C)O (stereo unspecified)
50	11%	Cn1nc(-c2nncn2CC2CC2)c2c1CCN(C(=O)c1nn(C)c3ccccc13)C2
51	7%	CCN1C(=O)C2CC3(CCN(C(=O)COCCOC)CC3)CN2C1=O (stereo unspecified)
52	-22%[176 µM]	COc1ccc(NC(=O)N[C@H]2C[C@@H](c3nc(-c4ccncc4)no3)N(C)C2)cc1
53	21%	CCOC(=O)C1CCN(C(=O)c2cc3c(n2C)CCN(Cc2ccccc2)C3)CC1
54	-22%	O=C(CC(c1cccc(F)c1)c1cn(Cc2ccccc2)c2ccc([N+](=O)[O-])cc12)N1CCCC1 (stereo unspecified)
55	43%[activator]	CNC(=O)N1CCC(C2CCN(C(=O)c3cscn3)C2)CC1 (stereo unspecified)
56	80%[activator]	COCC(=O)N[C@@H]1CN(C(=O)C2CC2)CC[C@@H]1c1nc(C)no1
57	-21%	COc1ccc(N2C(=O)c3n[nH]c(C(C)C)c3C2c2ccccc2)cc1 (stereo unspecified)
58	-12%[176 µM]	CN1CCC(O)(c2csc(CN3CC[C@@H](O)C3)n2)CC1
59	11%	CCOc1c(CNC(=O)C2CCN(C(=O)C3CCCC3)CC2)cccc1OC
60	16%	COc1ccc(C2Cn3nnc(-c4noc(-c5ccccc5OC)n4)c3CO2)cc1 (stereo unspecified)
61	11%	CCCN1C(CC(C)C)=NS(=O)(=O)c2cc(NC(=O)c3cccs3)ccc21
62	1%	OCCNc1cc(N2CCCC(CO)(Cc3ccccc3F)C2)ncn1 (stereo unspecified)
63	69%[activator]	O=C(OCc1ccccc1)N1CCCN(c2cc(C3CC(O)C3)ncn2)CC1 (stereo unspecified)
64	31%[activator]	COCc1noc([C@@H]2CN(Cc3ccccc3F)C[C@H]2COC)n1

Shown with bars between the fields: 2 of the compounds above.
item | mol | 12-LOX inh
57 | COc1ccc(N2C(=O)c3n[nH]c(C(C)C)c3C2c2ccccc2)cc1 (stereo unspecified) | -21%
58 | CN1CCC(O)(c2csc(CN3CC[C@@H](O)C3)n2)CC1 | -12%[176 µM]

(listing goes on)
No.	12-LOX inh	Molecule
65	0%	O[C@@H]1[C@@H](O)[C@H](n2c3ccc(Cl)cc3c3ccc4c5cc(Cl)ccc5[nH]c4c32)OC[C@H]1O
66	30%	O=C(Cc1ccc(-n2cnnn2)cc1)NC1CCOC2(CCOCC2)C1 (stereo unspecified)
67	10%[6.33 µM]	COc1cccc(-c2ccc(CN3CCN(c4ccc(Cl)nn4)C(=O)C3)cc2)c1
68	14%	O=C(c1ccc2c(c1)OCO2)N1CCC2(CN[S+](=O)([O-])c3ccccc3N2)C1 (stereo unspecified)
69	11%	Cc1ccc(-c2noc(-c3nnn4c3COC(c3ccc(C)cc3C)C4)n2)cc1 (stereo unspecified)
70	100µM*	Cc1noc(C)c1[S+](=O)([O-])N1CCC2OCCN(Cc3ccccc3)C(=O)C2C1 (stereo unspecified)
71	0%	Cc1cccc(C)c1N=CN1c2ccccc2-n2cccc2C1c1ccc([N+](=O)[O-])cc1 (stereo unspecified)
72	41%	CC1CCN(C(=O)c2ccccc2OCC2CCCN(Cc3ccncc3F)C2)CC1 (stereo unspecified)
73	1%	CCc1nncn1C1CCN(S(=O)(=O)c2ccc(C)c(C)c2)CC1
74	65%[activator]	COc1ccc(CC(=O)NC2CCN(c3nnc4cccc(C)n34)CC2)cc1
75	54%[activator]	Cc1n[nH]c(C)c1CCC(=O)Nc1cccn2nc(C3CCC3)nc12
76	?	COc1ccc2c(c1)[C@@H](NC(=O)OCc1ccccc1)[C@H](C)[C@@H](c1ccccc1)N2
77	17%	Cc1noc(-c2ccn3c(CNC(=O)c4cc(F)ccc4F)nnc3c2)n1
78	?	CCn1c(=O)c2ccnn2c2ccc(C(=O)NCc3ccc(OC)cc3OC)cc21
79	-2%	C[S+](=O)([O-])N1CCC2(CCN(Cc3cccs3)c3ccccc3O2)CC1
80	32%	CC(=O)N1CCC(C(=O)N2CCCC2c2nc(CCOCC3CCCC3)no2)CC1 (stereo unspecified)

Quoted at random: 2 entries already listed, in no set order.
No.	12-LOX inh	Molecule
75	54%[activator]	Cc1n[nH]c(C)c1CCC(=O)Nc1cccn2nc(C3CCC3)nc12
78	?	CCn1c(=O)c2ccnn2c2ccc(C(=O)NCc3ccc(OC)cc3OC)cc21

The list goes on:
No.	12-LOX inh	Molecule
81	30%	O=C(Nc1cc(F)ccc1Cl)c1cnc(-c2ccccc2)nc1-c1ccncc1
82	21%	CN(CC1CCOC1)S(=O)(=O)c1ccc(Cl)s1 (stereo unspecified)
83	19%	CCn1cc(-c2ccc(Cl)cc2)cc1C(=O)NCC(=O)OC
84	4%	COc1ccc(S(=O)(=O)N2CCc3c(C(=O)NC4CCCC4)cccc32)cc1
85	?	O=C(NCCc1c[nH]c2ccccc12)[C@@H]1C[C@H]2C(=O)NCCCCCCN(C(=O)c3ccco3)[C@H]2C1
86	8%	O=C1NCCOCCCN(S(=O)(=O)c2cccs2)[C@H]2CCC[C@@H]12
87	15%	Cc1noc(C)c1CCC(=O)N[C@@H]1CCOC[C@H]1Oc1ccccn1
88	-26%	O=C(CNSc1ccc([N+](=O)[O-])cc1[N+](=O)[O-])OCc1ccccc1

Two of the compounds above, with tabs:
#	molecule	12-LOX inh
88	O=C(CNSc1ccc([N+](=O)[O-])cc1[N+](=O)[O-])OCc1ccccc1	-26%
87	Cc1noc(C)c1CCC(=O)N[C@@H]1CCOC[C@H]1Oc1ccccn1	15%

Carrying on.
No.	12-LOX inh	Molecule
89	32%[activator]	Cn1cccc1C(=O)N1CC(c2noc(COc3ccccc3)n2)C1
90	3%[176 µM]	CCN(CC)C[C@H]1O[C@H](Cc2cc(-c3ccccc3)on2)CC[C@@H]1O
91	5%	Cc1ccc(C2=NC3(CCN(C(=O)Cc4ccc(F)cc4)CC3)ON2)cc1
92	13µM*	N#Cc1ccc(-c2nc(C3CC(=O)N(c4ccc(Cl)cc4)C3)no2)cc1 (stereo unspecified)
93	-5%	NC(=O)c1cc[nH]c1C1CCCN(C(=O)CCCc2nc3ccccc3s2)C1 (stereo unspecified)
94	25%	COc1ccc2[nH]cc(CCNC(=O)c3ccc(N4CC5CC(C4)[C@H]4CCCC(=O)N4C5)nc3)c2c1 (stereo partly specified)
95	-17%	COc1ccc(C(=O)N[C@H]2CC[C@]3(C)CCC([C@H](C)C(=O)N4CCCC4)[C@H](O)[C@H]3[C@@H]2C)cc1 (stereo partly specified)
96	6%	COCCN1C(=O)c2ccccc2C(C(=O)NCc2ccc(OC)cc2)C12CCCC2 (stereo unspecified)
97	?	Cc1ccc(NS(=O)(=O)c2ccccc2)c(=O)n1CC(=O)NCc1cccc(Cl)c1
98	36%[activator]	COc1cccc(C(=O)N2CCC3(CC2)CC(O)CCO3)c1 (stereo unspecified)
99	48%[activator]	Cc1ccc(OCCC2CCN(C(=O)CCc3ccccc3)C2)cc1 (stereo unspecified)
100	-2%	COCCNC(=O)[C@H]1C[C@H](Oc2cccnc2)CN1C(=O)Nc1ccc2c(c1)OCCO2
101	33%	O=C(c1ccc(OC2CCN(C(=O)c3cccc(F)c3)CC2)nc1)N1CCOCC1
102	-3%[176 µM]	Cc1ccc([C@H]2C[C@@H](O)[C@@H](O)[C@@H]2NCc2ccccc2)cc1
103	68%[activator]	Cc1cnc(C2CCC2)n1CC1CCN(C(=O)C2(c3ccccc3)CC2)CC1
104	61%[activator][176 µM]	O=C(NCc1ccccc1)[C@@H]1Cc2nc[nH]c2CN1Cc1cc2ccccc2o1
105	55%[activator]	O=C(c1ccco1)N1CCCC(CCc2cccc(F)c2)C1 (stereo unspecified)

Some of the compounds tested. The share of hits here may be higher or lower than overall.
